Screens (PubChem)
SMARCA2 act – increases SMARCA2 function in MMTV reporter cells. MG213 cells, MMTV-luciferase reporter, dexamethasone, overnight. activation, % at 9.1 µM. hit rate 1% among 370,000. AID 652017; in the data active means activation above about 7.8%;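 further: 0% = vehicle wells and 100% = reference activator wells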
DAX1 inh-1 – inhibits human nuclear receptor DAX1; HEK293 Gal4-DAX1 luciferase reporter, luminescence; AID 504766; P51843; hit rate 0.99% among 340,000; inhibition, % at 6.75 µM;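 active means inhibition above the mean over all tested compounds plus 3 SD, cut at about 4.2% in these data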;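 further: 0% = DAX1-transfected cells with DMSO and 100% = empty-vector control cells with DMSO; inhibition shows as a rise in luminescence from relieved DAX1 repression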
Target sequence (P51843 207-470 limits assumed): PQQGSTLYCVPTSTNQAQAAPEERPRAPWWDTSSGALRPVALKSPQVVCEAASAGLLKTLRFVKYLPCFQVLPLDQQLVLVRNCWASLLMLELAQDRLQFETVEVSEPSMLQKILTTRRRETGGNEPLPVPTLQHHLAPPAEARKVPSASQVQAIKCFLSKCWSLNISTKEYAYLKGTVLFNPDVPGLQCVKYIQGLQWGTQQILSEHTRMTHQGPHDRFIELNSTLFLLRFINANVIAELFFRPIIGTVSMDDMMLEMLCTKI
NR1D1 modulator – Rev-erb alpha (human) modulation | P20393 | Rev-erbα–FITC-DNA binding, fluorescence polarization, 90 min | activity, % at 10 µM | hit rate 0.79% among 370,000;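 active means activity above about 14%, limit read from the data; passing the limit was not always enough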;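 further: 0% = DMSO wells with 35 nM protein and 100% = DMSO wells with 750 nM protein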
Target sequence (P20393 whole entry, looked up): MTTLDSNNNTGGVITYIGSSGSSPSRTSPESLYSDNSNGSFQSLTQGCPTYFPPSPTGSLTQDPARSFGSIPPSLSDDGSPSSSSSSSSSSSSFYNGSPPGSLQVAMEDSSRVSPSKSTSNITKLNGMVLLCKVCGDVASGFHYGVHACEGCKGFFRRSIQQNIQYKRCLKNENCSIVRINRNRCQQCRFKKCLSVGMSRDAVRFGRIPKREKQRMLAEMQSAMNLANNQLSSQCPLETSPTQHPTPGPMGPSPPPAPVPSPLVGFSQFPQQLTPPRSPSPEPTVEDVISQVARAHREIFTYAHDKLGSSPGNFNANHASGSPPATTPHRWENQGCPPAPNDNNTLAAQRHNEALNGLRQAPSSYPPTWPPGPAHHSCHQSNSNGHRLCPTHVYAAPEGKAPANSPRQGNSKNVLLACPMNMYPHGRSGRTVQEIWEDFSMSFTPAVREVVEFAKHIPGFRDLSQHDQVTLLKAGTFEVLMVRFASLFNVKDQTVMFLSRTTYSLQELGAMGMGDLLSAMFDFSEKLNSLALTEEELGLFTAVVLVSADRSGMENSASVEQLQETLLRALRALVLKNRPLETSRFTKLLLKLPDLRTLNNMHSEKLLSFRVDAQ
PLCg1 inh – blocks human PLC-gamma1 enzyme activity. purified PLC-gamma1, fluorogenic substrate, fluorescence. inhibition, % at 12.2 µM. hit rate 0.84% among 370,000. AID 720700; in the data active means inhibition above about 9.5%
ADAM17 inh – ADAM17 inhibition, QFRET primary screen; recombinant ADAM17, EDANS/DABCYL FRET peptide cleavage; inhibition, % at 6.95 µM; hit rate 0.83% among 370,000;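 active means inhibition above the mean of compounds lying between control limits plus 3 SD, set per campaign, cut at about 8.5% in these data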;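 further: 0% = DMSO-only wells as the low control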
hgDAF-12 ag – hgDAF-12 agonism, primary luciferase screen; AID 687014; HEK293 GAL4-hgDAF12 UAS-luciferase reporter, agonist luminescence; normalized to butyrate control; activation, % at 6.8 µM; hit rate 1.8% among 370,000;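 active means activation above a cutoff set at the mean of all screened compounds plus 3 SD, cut at about 10% in these data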;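 further: 0% = DMSO wells and 100% = sodium butyrate wells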
DAX1 inh-2 – DAX1 (NR0B1) inhibition, primary screen; HEK293T StAR-luciferase reporter, SF-1/DAX-1 repression relief; AID 652010; inhibition, % at 6.8 µM; hit rate 1.1% among 370,000;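 active means inhibition above the mean over all tested compounds plus 3 SD, cut at about 3.6% in these data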;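 further: 0% = DAX-1 cells with DMSO and 100% = cells lacking DAX-1 with DMSO; higher inhibition means more luminescence from relief of DAX-1 repression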
MBD2 DNA inh – blocks human MBD2 binding to methylated DNA; TR-FRET, MBD2 binding to methylated oligonucleotide; hit rate 0.31% among 370,000; Q9UBB5; inhibition, % at 4.4 µM; in the data active means inhibition above about 13%
ssDAF12 agonist – activators of S. stercoralis DAF-12 nuclear receptor; HEK293 ssDAF-12/GRIP1 lit1-tk-luc reporter, luminescence; % of 3 µM dafachronic acid response; activation, % at 6.8 µM; hit rate 1% among 370,000; AID 652126;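 active means activation above the mean over all tested compounds plus 3 SD, cut at about 0.9% in these data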;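 further: 0% = DMSO-only wells and 100% = 3 µM delta7-dafachronic acid wells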
hcDAF12 agonist – activators of H. contortus DAF-12 nuclear receptor; hit rate 1.4% among 370,000; HEK293 hcDAF-12 lit1-tk-luc reporter, luminescence; 0% DMSO, 100% Δ7-dafachronic acid; AID 652067; activation, % at 6.8 µM;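 active means activation above the mean of all tested compounds plus 3 SD, cut at about 5.5% in these data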;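 further: 100% = response to 3 µM Δ7-dafachronic acid high control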
PLC-beta3 inh – inhibitors of human phospholipase C beta3. Purified PLC-beta3, fluorogenic substrate, fluorescence. hit rate 0.18% among 370,000. Q01970. inhibition, % at 12.2 µM. AID 720704; in the data active means inhibition above about 11%;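 further: 0% = median of compound wells on plate and 100% = full blocker control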
An asterisk follows results filed as active; i = inactive; · = no result given.

Structure,SMARCA2 act,hgDAF-12 ag,ssDAF12 agonist,NR1D1 modulator,ADAM17 inh,DAX1 inh-1,DAX1 inh-2,PLCg1 inh,PLC-beta3 inh,MBD2 DNA inh,hcDAF12 agonist
O=C1/C(=C/c2ccco2)SC(=S)N1CCC(=O)N1CCCCC1CCO (centres undefined),0,-1.4,-0.6,-4,-4,0.1,0.1,-3,-16,5,-2.3
COc1ccc(NC(=O)C2CC(=O)n3ncnc3N2)cc1 (centres undefined),-2,-0.8,-1.3,-4,-4,-0.5,-0.9,-2,0,-1,-0.1
c1ccc(-c2nc3c4ccccc4ccn3c2CN2CCCCC2)cc1,-2,3.6,0.1,-2,-4,0.9,0.1,0,-7,3,3.0
CCN(CC(=O)Nc1ccc(NC(C)=O)cc1)C(=O)c1ccc2c(c1)S(=O)(=O)N=C1CCCCCN12,2,0.6,-1.3,4,-4,0.5,0.4,2,-6,-4,1.0
CCOC(=O)c1[nH]c2ccc(OC)cc2c1NS(=O)(=O)c1ccc(Cl)s1,-2,-4.1,-0.8,-8,6,-1.2,-0.9,-2,-4,2,-2.3
CC(c1ccco1)N(C(=O)COc1ccccc1[N+](=O)[O-])c1ccccn1 (centres undefined),-1,3.8,-0.8,-1,0,0.4,0.8,2,0,4,-0.4
COCCN1Cc2cccc(C(=O)Nc3cccc(C)c3C)c2C1=O,-2,-2.9,-1.5,3,-3,0.5,-1.2,2,2,-4,-1.9
Cn1c(N)c(C(=O)COC(=O)C2(c3ccc(Cl)cc3)CCCC2)c(=O)n(C)c1=O,1,2.1,-1.3,-1,0,0.9,0.2,0,2,0,-1.9
O=[N+]([O-])c1cccc(-c2ccc3nnc(SCc4ccccn4)n3n2)c1,-1,6.5,-1.8,2,-4,4.1,-1.2,0,-6,4,0.8
N#C/C(=C\C=C\c1ccccc1[N+](=O)[O-])c1nc(-c2ccc3c(c2)OCO3)cs1,-1,-1.5,-0.5,0,-8,0.3,0.0,-5,-9,-5,5.2
COc1ccc(Cc2nnc(SCC(=O)c3ccccc3)o2)cc1,1,-0.9,-1.4,2,0,1.2,-0.1,2,2,2,-1.5
COc1ccc(C(=O)OCCNC(=O)c2c(Cl)nc3ccccn23)cc1,-1,-2.5,-1.5,0,-3,0.5,0.0,1,-2,1,-0.8
Cc1ccc(S(=O)(=O)NC(CC(C)C)C(=O)Oc2ccc3c4c(c(=O)oc3c2)CCC4)cc1 (centres undefined),-2,-0.4,-1.6,0,i,-0.5,-0.1,i,i,3,-2.0
C=C(C)Cc1c(C)nc(-c2ccccc2)[nH]c1=O,-5,-1.7,-1.3,4,-3,0.2,-0.7,0,1,1,-2.3
CC(Oc1ccccc1F)c1nnc(SCC(=O)c2c(N)n(C3CC3)c(=O)[nH]c2=O)o1 (centres undefined),2,-0.7,-1.0,1,-8,0.8,0.4,0,-7,-1,-1.1
O=S(=O)(c1ccc(=S)[nH]c1)N1CCCCC1,4,-1.6,-1.4,-1,2,1.2,1.8,0,3,-2,1.3
CCc1ccc2c(c1)C1(SC(NC(C)=O)=NN1C(C)=O)C(=O)N2C(C)C (centres undefined),-1,-2.9,-0.8,1,-6,0.3,0.4,1,3,1,-1.2
COCC(C)n1c(C)cc(C(=O)COC(=O)c2ccc(N3CCCC3=O)cc2)c1C (centres undefined),-2,-2.8,-1.3,-3,-3,-1.0,-0.9,1,0,3,-2.7
NC(=O)c1ccc(NS(=O)(=O)c2ccccc2F)cc1,-5,1.7,-1.2,10,8,1.2,0.4,6,3,-2,0.5
Cc1ccc([C@H]2C(C(=O)O)=CC[C@@H](c3cccc(C)c3)N2S(=O)(=O)c2ccc(C)cc2)cc1,-2,1.0,-1.2,5,-2,-0.9,0.4,2,-1,2,0.3
COc1cc(/C=C/c2nc(N)nc(-c3ccccc3O)n2)cc(OC)c1OC,-3,-1.2,-1.1,5,1,-0.7,0.1,-6,-5,0,-0.3
O=C(C[C@@H]1C/C=C\C[C@H](Cc2ccc(F)cc2)C(=O)OCCNC1=O)NCCO,-1,-2.2,-1.1,-1,-4,0.0,-0.1,2,-2,-5,-0.2
CCOC(=O)c1c(C)n(C)c2ccc(O)c(CN3CCN(C)CC3)c12,-1,0.8,-0.3,-3,-6,-1.4,0.6,-4,-4,-1,1.6
COC(=O)c1ccc(NC(=O)c2snnc2-c2ccccc2)cc1,-5,-0.3,-1.1,0,3,0.3,0.7,2,-1,4,0.0

Compounds listed so far with a nitro group on carbon:
Structure,SMARCA2 act,hgDAF-12 ag,ssDAF12 agonist,NR1D1 modulator,ADAM17 inh,DAX1 inh-1,DAX1 inh-2,PLCg1 inh,PLC-beta3 inh,MBD2 DNA inh,hcDAF12 agonist
CC(c1ccco1)N(C(=O)COc1ccccc1[N+](=O)[O-])c1ccccn1 (centres undefined),-1,3.8,-0.8,-1,0,0.4,0.8,2,0,4,-0.4
O=[N+]([O-])c1cccc(-c2ccc3nnc(SCc4ccccn4)n3n2)c1,-1,6.5,-1.8,2,-4,4.1,-1.2,0,-6,4,0.8
N#C/C(=C\C=C\c1ccccc1[N+](=O)[O-])c1nc(-c2ccc3c(c2)OCO3)cs1,-1,-1.5,-0.5,0,-8,0.3,0.0,-5,-9,-5,5.2

Remaining list, next part:
Structure,SMARCA2 act,hgDAF-12 ag,ssDAF12 agonist,NR1D1 modulator,ADAM17 inh,DAX1 inh-1,DAX1 inh-2,PLCg1 inh,PLC-beta3 inh,MBD2 DNA inh,hcDAF12 agonist
Cc1ccc(CC2(C)C(=O)Nc3ccc(OC(F)(F)F)cc32)cc1 (centres undefined),2,2.4,-0.9,12,8,·,-0.8,-3,-1,4,-0.7
CC1CCCCN1C(=O)CSc1nnc(-c2cccnc2)n1C1CCCCC1 (centres undefined),-1,-1.4,-1.6,-4,-7,-0.1,1.0,-3,3,2,0.3
CS(=O)(=O)N1CCN(C(=O)c2cc(-c3cccnc3)nc3ccc(Br)cc23)CC1,2,3.2,0.0,3,-1,2.5,-0.6,1,3,-5,1.0
CC1Cc2ccccc2N1CC(=O)Nc1cccc(S(N)(=O)=O)c1 (centres undefined),-2,-3.9,-2.0,0,-5,1.1,0.2,-4,-3,3,-1.5
Cn1nccc1C(=O)N1CCc2c([nH]c3ccccc23)C1c1ccc(F)cc1 (centres undefined),-2,1.2,1.0*,-2,3,0.3,-0.4,0,-8,0,0.9
O=C(CN1CCN(c2ccccc2)CC1)N/N=C/c1cccc(F)c1,-4,-2.0,-0.9,2,-1,-1.2,0.4,-1,-3,0,2.1
CNc1ncnc2c1ncn2[C@H]1CN(C2CCCC2)C[C@@H](CO)O1,-3,4.7,0.0,4,-2,·,0.1,1,-1,6,2.5
Cc1ccc(S(=O)(=O)c2cc(C)cc(S(=O)(=O)Nc3ccc(C(=O)O)cc3)c2C)cc1,-3,1.1,-1.3,0,-2,0.0,0.0,-1,-8,1,-2.1
O=C(NCc1ccc(F)cc1)Nc1cccc(Cl)c1,4,7.3,-0.7,-2,2,-0.5,0.7,-6,-1,3,0.7
O=C(Nc1cccc(NC(=O)c2cccnc2Cl)c1)c1ccco1,0,0.9,-1.7,-2,-1,-0.6,-0.3,3,1,-10,-0.6
Cc1c(C(=O)NC2CCS(=O)(=O)C2)oc2ccccc12 (centres undefined),-2,-1.5,-0.7,-5,-4,0.5,0.2,1,-10,0,-1.9
CCN(CC(=O)NC(=O)NCc1ccco1)Cc1ccccc1,-2,1.8,-0.8,-2,-2,1.9,-0.8,-4,-9,6,0.5
Cc1ccc(/C=C/C(=O)N2CC(C)CC(C)C2)o1 (centres undefined),1,0.8,-1.8,-2,1,-0.8,0.0,-1,-1,-2,0.2
O=C(NCC1CCCO1)C(c1ccncc1)N(Cc1ccc(F)cc1)C(=O)CN1C(=O)c2ccccc2S1(=O)=O (centres undefined),0,1.2,-1.8,-3,2,0.7,1.2,2,2,-2,-1.0
COc1ccccc1C(CNc1ncnc2sc(C)c(C)c12)N(C)C (centres undefined),1,1.4,-0.7,2,-3,-0.2,-0.3,0,-5,-3,0.7
COC(=O)c1cc(=O)n(Cc2ccc3c(c2)OCO3)c(=Nc2ccccc2)s1,1,2.1,-0.8,1,-3,2.4,0.8,0,4,2,1.3
Cc1cc(C)c(NC(=O)c2cc(S(=O)(=O)N3CCOCC3)ccc2F)c(C)c1,-4,-1.8,-1.2,0,4,0.6,0.3,6,-2,-5,1.0
O=c1oc(-c2ccccc2[N+](=O)[O-])nc2ccccc12,1,-2.0,-0.5,6,-1,2.0,-0.6,1,3,-3,2.6
O=C(NCc1cccs1)c1ccc(CS(=O)Cc2cccc(Cl)c2)o1 (centres undefined),0,-0.1,-1.4,2,-2,-0.1,-0.4,-1,-8,-2,-1.6
Cc1nonc1C(=O)N/N=C/c1ccncc1,-2,0.4,-1.7,3,0,1.3,0.7,-1,5,1,1.3
CCOc1ccc(OCCCC(=O)N2CCN(S(=O)(=O)c3ccc(Cl)cc3)CC2)cc1,-2,-0.7,-0.9,2,-2,3.3,-2.1,2,-2,8,-1.2
CCN(C(=O)Cn1nc(C(=O)O)c2ccccc2c1=O)C1CCCCC1,-3,3.0,-0.8,-1,5,-0.5,-0.2,9,9,-2,-1.6
O=C(Nc1cccc(Br)c1)Oc1cccc2cccnc12,-1,-1.4,-1.9,8,-4,·,-0.6,-2,-2,-6,-1.9
O=C(CNS(=O)(=O)c1cccc2ccccc12)N1CCN(c2ncccn2)CC1,-5,-0.2,-1.0,-2,-6,·,0.1,2,-2,-2,-2.4
Cc1cc(C)n(C(=O)/C(C#N)=C/N(C)C)n1,0,2.3,-1.5,4,-4,3.3,-0.4,0,1,39*,-0.1
Cc1ccc(-n2ncc3c2ncn2nc(-c4ccco4)nc32)c(C)c1,3,0.7,-0.8,-13,-8,3.3,0.7,-22,-26,-1,-0.6
COC(=O)Cc1nc(Nc2ccccc2)sc1C,-2,1.0,-0.8,13,-5,·,-0.5,1,-6,-5,0.8
COc1ccc(S[C@]2(C(=O)N3CCCC3)CC(=O)N(c3ccc4c(ccn4C)c3)[C@@H]2c2ccc(OC)cc2)cc1,-4,-2.9,0.9,-4,4,·,-0.2,3,2,-6,1.7
CCOC(=O)c1cnc(-c2ccccc2)nc1C(F)(F)F,-1,0.0,-0.6,2,-4,0.5,-0.2,-1,-6,0,4.7
COc1ccc(C(C)(C)C)cc1NC(=O)c1ccoc1C,-1,0.1,-0.8,-5,-2,0.4,-0.6,2,-1,4,-1.6
COc1ccc(OC)c(Nc2nc3nonc3nc2N2CCCCC2)c1,-2,0.2,-1.4,3,-1,1.2,0.6,2,5,-1,1.0
Cn1c(=O)c2c(ncn2CCC(=O)N/N=C/c2ccncc2)n(C)c1=O,1,1.8,-1.3,2,-1,1.1,0.1,3,-4,3,0.5
COCCN(C(=O)C1CCC1)c1nnc(-c2cccnc2)s1,-1,-2.3,-1.4,-2,0,0.6,0.6,1,2,-3,-1.5
COc1cc(OC)c(C(=O)OCC(=O)Nc2ccc(N3CCOCC3)cc2)cc1OC,1,2.0,-1.0,2,-2,-0.6,-0.9,3,4,1,-1.3
